Source: PubChem BioAssay (Sanford-Burnham Center for Chemical Genomics)
HT1080 cytotoxicity = cytotoxicity in HT1080 fibrosarcoma cells, cell-based, fluorescence readout (AID 620). 0.42% of 87,000 active. cytotoxicity, % at 10 µM, or EC50 in µM where a hit was titrated. HT1080 viability, fluorescence; higher % means a stronger effect; in the data active means cytotoxicity above about 50%;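 further: cells exposed to compound overnight then 4 h with Alamar Blue; 0% = vehicle DMSO and 100% = killing control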
Starred values were filed as active, the others as inactive. A portion of the library, so the mix of outcomes need not match the whole.

The first 2 records, ahead of the listing:
compound | HT1080 cytotoxicity
Cc1cc(/C=N/Nc2ccc([N+](=O)[O-])cn2)c(C)n1-c1ccccc1 | -0.9%
O=C(c1ccccc1)N1CCSC1=S | 7.6%

The list itself (from the top)
compound | HT1080 cytotoxicity
Cc1cc(/C=N/Nc2ccc([N+](=O)[O-])cn2)c(C)n1-c1ccccc1 | -0.9%
O=C(c1ccccc1)N1CCSC1=S | 7.6%
Cc1ccc(OCCNS(=O)(=O)c2ccc(N3CCCC3=O)cc2)cc1C | -6.0%
Cc1cc(C)cc(OCC(=O)NN2Cc3ccccc3C2=N)c1 | 12.2%
Cc1ccc(C)c(S(=O)(=O)NCc2ccc(C(=O)N3CCC(Cc4ccccc4)CC3)cc2)c1 | 7.9%
O=C1CCC([N+](=O)[O-])C(c2cccc(Cl)c2Cl)N1 (centres undefined) | -15.8%
O=C(O)CCC(=O)N1CCc2cc(S(=O)(=O)N(CCc3ccccc3)Cc3ccccc3)ccc21 | -4.1%
O=C(O)CSCC(=O)Nc1cccc(C(F)(F)F)c1 | 11.5%
O=C1CC(SCc2nc3ccccc3[nH]2)C(=O)N1c1ccc(F)c(Cl)c1 (centres undefined) | -8.9%
COC(=O)N1C2(C=CC1(C)C(=O)NCc1ccccn1)CCCCC2 (centres undefined) | 3.3%
COC(=O)c1ccccc1NC(=O)CSc1nnc(-c2cccnc2)n1C | 7.3%
N#CC1=C(N)S[C@@H](C(=O)c2ccc(F)cc2)[C@@H]1c1cccs1 | -6.9%
O=C(NCc1ccc2c(c1)OCO2)c1ccc(=O)[nH]c1 | -3.1%
CC(C)NC(=O)c1ccccc1-c1ccccc1 | -16.3%
C#CCSc1nnc(CSc2nc3ccccc3s2)n1-c1ccccc1 | 14.6%
CCC1=C(OC(=O)N(CC)CC)N2C(=O)OC(=NCC3CC3)[C@]2(C)[C@H]2C1=CC[C@H]1C(=O)N(c3ccccc3)C(=O)[C@H]12 | 5.2%
CCSC1=NC2(CCCCC2)Nc2sc3c(c21)CCCC3 | -8.9%
COC(=O)CSc1nnc(-c2ccccc2OC)n1-c1ccc(C)cc1 | -12.1%
CS(=O)(=O)N(Cc1ccccc1)c1ccccc1C(=O)Nc1ccccc1C(=O)NCc1ccco1 | 14.8%
N=c1c2c(ncn1CCN1CCOCC1)Oc1ccc3ccccc3c1C2c1ccccc1 (centres undefined) | 0.0%
CCC1(CC)C(=O)N(C)C(=O)NC1=Nc1ccc(OC)cc1 | 0.3%
COC(=O)[C@@]1(C)C=C[C@@H](Cc2ccccc2)N1C(=O)c1ccccc1 | -39.6%
COC(=O)[C@@]1(Cc2ccccc2)[C@@H]2[C@@H](CC(=O)[C@H]2CC(=O)C(=O)N(C)C)CN1C(=O)c1ccccc1 | 8.8%
CC(=O)NN1C(=O)/C(=C/c2ccc(Br)o2)SC1=S | -18.4%
CCN(CC)CCNC(=O)C12CC3CC(C)(CC(C)(C3)C1)C2 | 5.1%
CCOc1ccc(CNc2ccc(N3CCOCC3)c(C(=O)O)c2)cc1 | -6.7%
Cn1cccc1/C=C1\CCC/C(=C\c2cccn2C)C1=O | -3.1%
CCC(C)N(C(=O)C(F)(F)F)C(C(=O)NC1CCCCC1)c1ccncc1 (centres undefined) | -1.6%
Cc1cc(C)nc(SCc2nnc(SCC(=O)Nc3c(C)cccc3C)o2)n1 | 12.5%
CCCCNc1c2c(nc3c(-c4ccccc4)c(C)nn13)CCC2 | -9.1%

Shown with each value named: two of the compounds above
> N=c1c2c(ncn1CCN1CCOCC1)Oc1ccc3ccccc3c1C2c1ccccc1 (centres undefined)
  HT1080 cytotoxicity: 0.0%

> CCC1(CC)C(=O)N(C)C(=O)NC1=Nc1ccc(OC)cc1
  HT1080 cytotoxicity: 0.3%

Continuation:
compound | HT1080 cytotoxicity
Nc1c(C(=O)NCc2ccc(F)cc2)c2nc3ccccc3nc2n1CCCN1CCOCC1 | 0.2%
CCCCOc1ccc(-c2nnn(CC(=O)c3c[nH]c4ccccc34)n2)cc1 | -2.4%
CS(=O)(=O)N(CC(=O)NC1CCCCCC1)Cc1ccc(Cl)cc1 | 1.2%
CCc1c(C(=O)Nc2ccccc2)c(C)[nH]c(=S)c1C#N | -1.9%
Cc1ccccc1-c1noc(-c2ccccc2F)n1 | -4.9%
CC1CN(C(=O)Cn2c(C(F)(F)F)nc3ccccc32)CC(C)O1 (centres undefined) | 9.9%
COc1ccccc1C1NC(c2ccccc2OC)C(C)C(=O)C1C (centres undefined) | -22.1%
CCOC(=O)c1c(NC(=O)CSc2n[nH]c(CNc3ccccc3)n2)sc(C)c1C | -0.9%
O=S(=O)(c1ccc2c(c1)OCCO2)N1CCN(Cc2ccccc2)CC1 | -6.6%
CC(=O)N1[C@H](Cc2ccccc2)C=C[C@]1(C)C(=O)NCCN1CCOCC1 | -21.9%
Cn1c(SCC(=O)OC2CCCCC2)nnc1-c1ccco1 | 6.4%
CCOC(=O)N/N=C(/C)c1ccc([N+](=O)[O-])o1 | 6.7%
CCC1=C(OC(=O)N(CC)CC)N2C(=O)OC(=NCC3CC3)[C@]2(Cc2ccccc2)[C@H]2C1=CC[C@H]1C(=O)N(c3ccccc3)C(=O)[C@H]12 | 2.3%
CCOC(=O)c1cnn(-c2ccccc2)c1NC(=O)c1ccccc1C | -9.1%
COc1ccc(/C=N/Nc2ncnc3scc(-c4ccccc4)c23)cc1OC | 0.1%
N#Cc1nc(Cc2ccccc2)oc1NCc1ccccc1 | -13.1%
Cc1ccc(Cn2ccc(NC(=O)c3noc4c3CCc3ccccc3-4)n2)cc1 | -4.5%
CCOC(=O)c1nn(-c2ccc(C)c(C)c2)c(=O)c2c(N)scc12 | -4.4%
COc1ccc(CCNC(=S)Nc2cccc(C)c2)cc1 | 34.5%
CC(C(=O)Nc1ccccc1C(=O)N1CCOCC1)N(c1ccccc1)S(C)(=O)=O (centres undefined) | -1.7%
Cc1ccc(O)c(C(=O)c2cc(C#N)c(=O)n(-c3c(C)n(C)n(-c4ccccc4)c3=O)c2)c1 | -11.2%
CC(Oc1ccc(Cl)cc1Cl)c1nc(-c2ccc(NC(=O)c3ccco3)cc2)no1 (centres undefined) | -7.7%
CCN(CC)S(=O)(=O)c1cc(C(=O)O)c(Cl)cc1Cl | -10.4%
O=C(CSC1=NC(=O)C(c2ccccc2)C(=O)N1)Nc1ccccc1Cl (centres undefined) | -1.2%
COCc1nc2ccccc2n1Cc1cccc(C)c1 | 13.1%
O=C(O)CCCCCNS(=O)(=O)c1cccc2nsnc12 | -4.0%
CCC(C)(C)n1nnnc1C(c1ccc(C)cc1)N1CCN(C(=O)c2ccco2)CC1 (centres undefined) | -8.2%
Cn1c(-c2sc(=S)n(-c3ccccc3)c2N)nc2ccccc21 | -7.2%
COC(=O)c1ccc(C(NC(=O)OCc2ccccc2)/C(F)=C/[C@@H](C)C(=O)NCc2cc(C)on2)cc1 (some centres undefined) | -20.3%
c1ccc(CSc2ncnc3c2oc2ccccc23)cc1 | 1.6%

Structural class, the compounds so far with an aryl methoxy group
compound | HT1080 cytotoxicity
COC(=O)CSc1nnc(-c2ccccc2OC)n1-c1ccc(C)cc1 | -12.1%
CCC1(CC)C(=O)N(C)C(=O)NC1=Nc1ccc(OC)cc1 | 0.3%
COc1ccccc1C1NC(c2ccccc2OC)C(C)C(=O)C1C (centres undefined) | -22.1%
COc1ccc(/C=N/Nc2ncnc3scc(-c4ccccc4)c23)cc1OC | 0.1%
COc1ccc(CCNC(=S)Nc2cccc(C)c2)cc1 | 34.5%

Other results:
compound | HT1080 cytotoxicity
Cc1cc(C(=O)Nc2ccccc2)c(C)o1 | 1.4%
CCOc1ccc(NC(=O)CSc2nc(C)c3c(c2C#N)CCCC3)cc1 | -11.5%
Cc1ccc(S(=O)(=O)/C(C#N)=C/c2c(N3CCC(C(N)=O)CC3)nc3c(C)cccn3c2=O)cc1 | -20.0%
CO/N=C/NC(=O)Cc1cn(-c2ncc(C(F)(F)F)cc2Cl)c2ccccc12 | 7.8%
CSCC(=O)NS(=O)(=O)c1ccc(C)cc1 | -5.5%
CCCOC(=O)NC1CCS(=O)(=O)C1 (centres undefined) | 9.9%
Cc1c(NC(=O)c2ccc3ncccc3c2)c(=O)n(-c2ccccc2)n1C | 1.9%
O=C(O)c1nc(N2CCCCC2)ncc1Cl | -7.6%
C#CCOC(=O)c1ccc(-n2cncn2)nc1 | 4.7%
CCN(CC)C(=O)c1sc2nc(-c3cccs3)cc(-c3ccc(Cl)cc3)c2c1N | -16.9%
CCOC(=O)C1=C(C)N=c2s/c(=C3/C(=O)Nc4ccccc43)c(=O)n2C1c1ccc(C)cc1 (centres undefined) | -8.8%
O=c1oc2ccccc2c(N2CCCC2)c1CN1CCCC1 | 14.7%
COc1ccc(-c2nn(-c3ccccc3)cc2C2CC(c3cccs3)=NN2C(=O)CCCC(=O)O)cc1 (centres undefined) | 16.1%
CC(C)CNC(=O)c1cc2nc(C3CC3)cc(C(F)(F)F)n2n1 | -0.6%
Cc1cc(C)nc(-n2nc(C)c(Br)c2Nc2ccc(Br)cc2)n1 | -3.8%
O=C(Nc1ccc(Oc2cccc3ccccc23)cc1)c1ccco1 | -2.8%
COc1ccccc1-c1nnc(SCc2nc3ccccc3s2)n1C | -12.7%
FC(F)(F)c1ccc(CN2CCCCCC2)cc1 | 33.1%
CCOC(=O)Cc1csc(NC(=O)COc2ccc(N(C)S(=O)(=O)c3ccc(C)cc3)cc2)n1 | 9.1%
CC1CCN(c2nc3nonc3nc2N2CCC(C)CC2)CC1 | -7.8%
CSc1nc(-c2ccccc2)[nH]c(=S)c1C(C)=O | -5.6%
CCCc1cc(=O)[nH]c(Nc2ccc(O)cc2)n1 | -4.3%
CN(Cc1nc2ccccc2c(=O)[nH]1)Cc1cc(=O)oc2ccc3ccccc3c12 | 8.5%
Cc1ccc(N2C(=O)CC(n3nc(C)cc3C)C2=O)cc1 (centres undefined) | -5.2%
CCOC(=O)Cc1c(C)nc2c(-c3ccc(OC)cc3)c(C)nn2c1C | -12.8%
Cc1ccc(C)c(C(=O)CSc2nnnn2C(C)C)c1 | -13.6%
CC1(C)CC2(CC(C)(C(=O)CSc3nc4ccccc4s3)OC2=O)C(=O)O1 (centres undefined) | 7.8%
COC(=O)C1=C(CCc2ccccc2)NC(=O)NC1c1ccc(C#N)cc1 (centres undefined) | 3.2%
CCOC(=O)c1sc(NC(=O)CSc2n[nH]c(-c3ccc(Cl)cc3Cl)n2)c(C#N)c1C | -2.7%
CCC/C=C(\CCC)C(NC(=O)Cc1ccccc1)c1ccc(C(=O)OC)cc1 (centres undefined) | -13.7%
Cc1c(N)cccc1-c1nc2ccccc2[nH]1 | 7.6%
Cc1ccc(C)c(Cn2c(=O)n(CCCC(=O)NCc3ccco3)c(=O)c3sccc32)c1 | -4.3%
COC(=O)c1c(/N=C/NOCc2ccc(Cl)cc2)sc2c1CCN(c1ncc(C(F)(F)F)cc1Cl)C2 | 7.4%
O=C(CCn1c(SCC(=O)c2ccccc2)nc2ccccc2c1=O)NCc1ccc(F)cc1 | 21.2%
CCOC(=O)CSc1nc2ccc(N)cc2s1 | -10.6%
CCCCCCCCS(=O)c1sc2nc3c(cc2c1N)CCCC3 (centres undefined) | -28.1%
COc1ccc(C(=O)Nn2c(SCC(=O)c3ccc(Cl)cc3)nc3ccccc3c2=O)cc1 | 12.0%
O=C(CCCc1ccccc1)Nc1cccc2c1CCCC2 | -7.6%
Cc1cc(-n2nc(C)cc2C)n2nc(C)c(-c3ccc(Cl)cc3)c2n1 | 12.7%
Cn1nccc1C(=O)Nc1ccc(Cl)cc1 | -27.0%
O=C(CN1C(=O)c2ccccc2C1=O)Nc1sc2c(c1C(=O)NCc1ccco1)CCCC2 | -10.2%
O=C(CSc1ccccn1)N1CCN(c2ccc(Cl)cc2)CC1 | 2.8%
CC1CCCCN1C(=O)Cn1cc(/C=C2/C(=O)Nc3ccccc32)c2ccccc21 (centres undefined) | -10.8%
O=C(NC(=O)N1CCN(c2ccccc2)CC1)c1ccc(Cl)cc1 | -9.2%
Cn1c(=O)c(C(=O)COC(=O)c2cc(C3CC3)nc3ccccc23)c(N)n(Cc2ccccc2)c1=O | 16.1%
Cc1noc(C)c1CSCC(=O)Nc1nc2ccc(Oc3ccccc3)cc2s1 | 4.7%
CC(C)C1Cc2c(sc3[nH]c(=S)n(Cc4ccccc4)c(=O)c23)CO1 (centres undefined) | -8.8%
CCCCn1c(N)c(Sc2ccc(Cl)cc2)c(=O)[nH]c1=O | 8.1%
CCOC(=O)C1=C(C)NC(=S)N(C(C)=O)C1c1ccccc1 (centres undefined) | -6.3%
O=C(CSc1nnc(Cn2nnc3ccccc32)o1)Nc1ccc(Cl)cc1 | -3.3%
CO/N=C\C(=N\Nc1ccc(OC)cc1)C(=O)c1ccccc1 | -0.7%
Nc1nc(CSCCO)nc(Nc2ccccc2)n1 | -7.8%
CC(C)[C@H](NC(=O)c1ccco1)C(=O)OCC(=O)N1CCc2ccccc21 | -4.2%
NC(=O)NC(c1ccccc1)c1cccc2ccccc12 (centres undefined) | 1.8%
Cc1c(NC(=O)CN2CCN(C(=O)c3ccco3)CC2)c(=O)n(-c2ccccc2)n1C | -4.6%
Cc1ccc(C)c(SCC(=O)NCc2ccco2)c1 | -2.2%
Cc1ccc(N=Cc2c(O)n(-c3cc(Cl)ccc3N3CCOCC3)c(=O)c3ccccc23)cc1C | -13.2%
CC(C)Cn1cc(C(=O)NCCCOC(C)C)c2c3ccccc3n(C)c2c1=O | 2.4%
Cc1cccc(NS(=O)(=O)c2ccc(C3CCCCC3)cc2)n1 | -15.0%
CN(C)S(=O)(=O)N1CCN(C(=O)c2ccccc2)CC1 | 11.1%
COc1ccc(-c2nc(CC(=O)O)cs2)cc1OC | 28.1%
CC(C)c1cc(C(=O)Nc2cc(Br)ccc2O)no1 | 7.1%
CN1C(=O)CC(N2CCN(C(=O)c3ccccc3)CC2)C1=O (centres undefined) | 1.0%
